Bioassay records (PubChem BioAssay)
LGR2 antag: Drosophila LGR2 receptor signaling inhibition; inhibition, % at 9.99 µM; 0.35% of 380,000 active; HEK293 LGR2, CRE-luciferase, bursicon-stimulated, 4 h;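 active = drop in luminescence signal, shown as inhibition above about 50% in the replicate tests, limit read from the data, passing the limit was not always enough; inconclusive = probably only some replicates passing the limit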;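 note: agonist challenge used bursicon conditioned medium at about half maximal strength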
CASP6 VEID inh: caspase-6 (human) enzyme inhibition; purified caspase-6, Z-VEID-R110 cleavage fluorescence; AID 686996; inhibition, % at 12.5 µM; 0.53% of 350,000 active; P55212;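 active = mean inhibition across replicates at least about 35%, with every replicate also reaching that limit, limit read from the data; inconclusive = only one of the two criteria met; inactive = neither criterion met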;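 note: 0% = median of neutral control wells and 100% = no fluorescence left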
Target sequence (P55212 24-179 limits assumed): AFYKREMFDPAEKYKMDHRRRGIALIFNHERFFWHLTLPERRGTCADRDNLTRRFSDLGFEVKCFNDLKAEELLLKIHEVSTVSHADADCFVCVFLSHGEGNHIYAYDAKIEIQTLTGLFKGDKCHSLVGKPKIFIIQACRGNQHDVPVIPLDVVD
Target sequence (P55212 194-293 limits assumed): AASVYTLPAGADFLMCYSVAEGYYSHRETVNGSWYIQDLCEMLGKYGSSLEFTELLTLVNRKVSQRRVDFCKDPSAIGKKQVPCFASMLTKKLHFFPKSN
SIRT5 block: blocks human SIRT5 desuccinylation of peptide | inhibition, % at 15 µM | 1.1% of 330,000 active | Q9NXA8 | Purified SirT5, succinyl-peptide AMC, trypsin-coupled fluorescence; in the data active = inhibition above about 15%; inconclusive = no clear call, values can overlap the other calls
Target sequence (Q9NXA8 whole entry, looked up): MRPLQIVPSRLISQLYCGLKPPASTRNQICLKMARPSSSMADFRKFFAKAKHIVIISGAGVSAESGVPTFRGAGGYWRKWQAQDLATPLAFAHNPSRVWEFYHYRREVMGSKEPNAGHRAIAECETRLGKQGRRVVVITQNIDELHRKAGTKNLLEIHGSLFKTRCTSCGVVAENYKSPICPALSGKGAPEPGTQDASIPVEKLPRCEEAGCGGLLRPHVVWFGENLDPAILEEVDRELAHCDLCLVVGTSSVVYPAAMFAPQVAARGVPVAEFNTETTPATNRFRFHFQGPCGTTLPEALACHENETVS
Statin myotox sup: suppression of simvastatin myotoxicity; AID 602340; rescue of ATP level, % at 7.49 µM; C2C12 myotubes + simvastatin, ATP luminescence, 48 h; scaled: DMSO 0, geranylgeraniol control 100; 0.78% of 330,000 active;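 active = mean ATP rescue above about 67%, or every replicate alone reaching that limit, limit read from the data, passing the limit was not always enough; inconclusive = no clear call, values can overlap the other calls; inactive = mean under the limit and some replicate under it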;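 note: myotubes were challenged with 10 µM simvastatin during compound exposure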
esBAF inh: blocks esBAF chromatin remodeling in mouse ES cells; reporter increase, % at 12.5 µM; 2% of 350,000 active; Bmi1-luciferase knock-in reporter, 24 h; 100% = twice the neutral-well signal; in the data active = activation above about 40%; inconclusive = no clear call, values can overlap the other calls;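 note: 0% = median of the plate's neutral control wells and 100% = double that signal; a rise in the Bmi1 reporter signal indicates esBAF inhibition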
FN deposition inh: fibronectin deposition inhibition | 0.086% of 350,000 active | AH1F fibroblasts, Alexa488-fibronectin deposition fluorescence, overnight | inhibition, % at 12.6 µM | AID 743247;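 active = mean inhibition across replicates of 30% or more, regardless of how many single replicates reach that level; inconclusive = mean under 30% yet at least half of replicates reach 30%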;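 note: positive control wells lacked labelled fibronectin entirely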
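Measured by – fluorescence 485/525 nm · System – AH1F fibroblast monolayer, labelled fibronectin deposition · Amount – 10000 cells per well · Buffer or medium – serum-reduced DMEM (2% serum) · Doses – single dose, pinned · Also added – fluorescent fibronectin at 24 nM final · Schedule – 1 h cell attachment, overnight exposure to compound and label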
S100A4 inh HTS: S100A4-myosin IIA interaction inhibition; P26447; S100A4/TAMRA-MyoIIA peptide fluorescence polarization; inhibition, % at 10.7 µM; 0.14% of 360,000 active; AID 652163;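 active = mean inhibition of at least 70% across replicates, with every replicate also reaching that level; inconclusive = mean inhibition reaches 70% but some replicates fall short; inactive = mean inhibition below 70%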
Target sequence (P26447 whole entry, looked up): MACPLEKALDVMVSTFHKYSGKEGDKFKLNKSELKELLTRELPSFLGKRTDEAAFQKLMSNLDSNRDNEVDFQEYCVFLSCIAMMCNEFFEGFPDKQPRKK
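assay system = human S100A4 monomer with TAMRA-labelled myosin IIA peptide | also added = labelled myosin peptide probe, 5 nM | incubation = 5 min between mix addition and reading | control set = DMSO and TFP controls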
Active calls of the source: *; ? = inconclusive; . = not tested or not shown; & = joins results of further samples.

1) O=C(Nc1nccs1)C1CC(=O)N(c2ccccc2Cl)C1 (configuration not stated)
2) CCOC(=O)c1ccc(NC(=O)N2CCc3ccccc3C2)cc1
3) O=C(c1ccc([N+](=O)[O-])cc1)N(Cc1ccccc1)c1ccccn1
4) CC=Cc1ccc2n(c1=O)C[C@H]1[C@H](CO)[C@@H](C(=O)NC3CCC3)[C@@H]2N1Cc1cccnc1 (mixture of isomers)
5) CO[C@@H]1CN(C)C(=O)c2ccc(NC(C)=O)cc2OC[C@H](C)N(C(=O)CN2CCOCC2)C[C@@H]1C
6) Cc1cc2c(c(=O)n1Cc1ccco1)C(c1ccccc1)C(C#N)=C(N)O2 (configuration not stated)
7) COC(=O)C[C@H]1CC[C@H](NC(=O)Nc2ccc(C(F)(F)F)cc2)[C@H](CO)O1
8) N#C[C@@H]1[C@H](c2ccccc2)[C@@H](CO)N1C(=O)c1cc(Cl)cc(Cl)c1

compound no.	1	2	3	4	5	6	7	8
esBAF inh	5	9	-4	-1	0	3	0	-6
SIRT5 block	.	1	-15	-2	.	.	2	.
FN deposition inh	-4	1	2	.	0	-1	-5	3
LGR2 antag	2	-23	5	-10	-21	.	-1	0
CASP6 VEID inh	.	3	1	-1	.	.	0	1
S100A4 inh HTS	.	-3	-8	-30	.	.	4	-3
Statin myotox sup	14	5	2	-8	-7	14	-6	1

9) CN(C)S(=O)(=O)c1ccc(Cl)c(NC(=O)CN2CCCC2)c1
10) Cc1cccc(N2CCN(C(=O)CC(NC(=O)c3ccccc3)c3ccccc3)CC2C)c1 (configuration not stated)
11) COc1ccc2c3c([nH]c2c1)[C@H](CO)NCC31CCN(C(=O)C2CCCC2)CC1
12) O=C(Nc1ccc(C(=O)O)cc1)/C(=C\c1cccc([N+](=O)[O-])c1)NC(=O)c1ccc(Br)o1
13) CCOC1(c2ccccc2)CC1C(=O)N/N=C/c1cccc([N+](=O)[O-])c1 (configuration not stated)
14) O=C(c1ccc(Br)c(S(=O)(=O)N2CCCCC2)c1)N1CCCCC1
15) O=C(CCCCl)Oc1ccc2cc(-c3ccc4ccccc4n3)c(=O)oc2c1
16) COc1cc(Br)c(C(=O)c2nccc3cc(OC)c(OC)cc23)cc1OC

compound no.	9	10	11	12	13	14	15	16
esBAF inh	-6	1	.	.	.	0	.	-1
SIRT5 block	10	.	10	.	-1	0	-6	1
FN deposition inh	0	2	.	2	10	2	-5	6
LGR2 antag	6	2	5	32	-15	5	-44	7
CASP6 VEID inh	2	.	-2	0	1	-3	9	97*
S100A4 inh HTS	-1	.	-4	4	3	-8	1	-2
Statin myotox sup	0	9	.	.	.	5	.	-9

17) O=C1c2ccccc2C(c2nnnn2-c2ccc3c(c2)OCCO3)N1C1CC1 (configuration not stated)
18) CCC(=O)N1CC2(C1)[C@@H](c1ccc(-c3ccc(F)cc3)cc1)[C@@H](CO)N2S(C)(=O)=O
19) COc1ccc(-n2c(COc3ccc4c(c3)OCO4)nnc2SCC(=O)O)cc1
20) COC(=O)C(Cc1ccccc1)NC(=O)CCCC(=O)NCc1cccc(OC)c1 (configuration not stated)
21) Cc1ccc(S(=O)(=O)/N=c2\sccn2C)cc1
22) COc1ccc(-n2nc3c(c2NC(=O)C2CC(=O)N(c4ccccc4)C2)CS(=O)(=O)C3)cc1 (configuration not stated)
23) OC[C@H]1[C@@H]2c3ccccc3NC[C@@H]2N1CC1CCCCC1
24) CC(C)NC(=O)N(C)C[C@H]1Oc2c(NC(=O)CCCCCC(=O)Nc3ccccc3N)cccc2C(=O)N([C@@H](C)CO)C[C@H]1C

compound no.	17	18	19	20	21	22	23	24
esBAF inh	.	.	.	11	-10	-3	-13	.
SIRT5 block	2	-1	-3	-3	.	-2	-2	9
FN deposition inh	-11	.	3	-1	0	-1	.	.
LGR2 antag	1	0	-10	-4	.	-11	-13	-1
CASP6 VEID inh	-2	0	-3	0	.	5	-3	-1
S100A4 inh HTS	-3	-26	3	-2	.	5	-3	2
Statin myotox sup	.	.	.	1	11	0	-4	.

25) Cc1ccc(CNCCC2=CCCCC2)cc1
26) N#CC1(c2ccccc2)CCC(=NO)CC1 (configuration not stated)
27) C/C=C/c1ccc([C@@H]2[C@@H](C#N)N(c3ncc(CC)s3)[C@@H]2CO)cc1
28) Cc1cc(/C=N/NC(=O)c2cccs2)c(C)n1-c1cnccn1
29) CC1(C(=O)O)CCC(C(=O)NNC(=O)c2ccccc2O)C1(C)C (configuration not stated)
30) CCN1CCN(CCCNc2ncnc3nc[nH]c23)CC1
31) CO[C@@H]1CN(C)C(=O)c2cc(NC(=O)C3CC3)ccc2OC[C@H](C)N(CC2CC2)C[C@H]1C
32) CC1CC(C)CN(CC(C)(C)NS(=O)(=O)c2ccccc2)C1 (configuration not stated)

compound no.	25	26	27	28	29	30	31	32
esBAF inh	-20	2	-1	?	6	-4	-2	-10
SIRT5 block	.	.	-7	1	-5	.	-3	.
FN deposition inh	3	.	2	9	0	0	.	.
LGR2 antag	-31	0	11	-63	1	4	-10	14
CASP6 VEID inh	.	.	1	-1	-2	-168	1	.
S100A4 inh HTS	.	.	-2	0	-4	7	-4	.
Statin myotox sup	-83	-15	2	-10	-6	-8	-3	-11

33) COc1ccc(NC(=O)Nc2ccc3c(c2)[C@H]2C[C@H](CC(=O)N4CCCCC4)O[C@@H](CO)[C@H]2O3)cc1
34) CO[C@H]1CN(C)C(=O)c2cc(NC(=O)NC3CCCC3)ccc2OC[C@@H](C)NC[C@@H]1C
35) Cc1ccc(NC(=O)c2c(C)nc3sc(C(=O)NC4CCCC4)c(N)c3c2-c2ccco2)c(C)c1
36) CCCc1cc(=O)oc2cc(OCC(=O)N3CCOCC3)c(Cl)cc12
37) CC(C)c1cn(CC[C@@H]2CC[C@@H](NS(=O)(=O)Cc3ccccc3)[C@@H](CO)O2)nn1
38) CC(C)(C)c1ccc(C(=O)N2CCC2(C)C(=O)NCc2cccs2)cc1 (configuration not stated)
39) CC(C)c1ccc(NC2CCCN(C(=O)c3ccncc3)C2)cc1 (configuration not stated)
40) CCc1ccc(NC(=S)N2CCCC2)cc1

compound no.	33	34	35	36	37	38	39	40
esBAF inh	-4	.	.	-3	7	-1	-10	49*
SIRT5 block	3	-1	0	-2	-2	-12	-1	-5
FN deposition inh	10	-1	3	-11	9	-5	-2	5
LGR2 antag	9	7	7	4	-6	18	4	-2
CASP6 VEID inh	-1	-1	-4	-1	1	2	-3	4
S100A4 inh HTS	2	-1	-6	3	6	-3	-4	2
Statin myotox sup	0	.	.	13	0	-12	-11	-1

41) C[C@@H]1CN([C@H](C)CO)C(=O)CCCn2cc(nn2)CO[C@H]1CN(C)C(=O)Nc1ccc(C(C)(C)C)cc1
42) O=C(CSc1nc2ccccc2n1Cc1ccccc1)N/N=C/c1ccco1
43) COc1ccccc1N1CCN(CCCCOc2ccc(F)cc2)CC1
44) O=c1onc(-c2ccc(Cl)cc2)n1Cc1ccc(F)cc1
45) COc1ccccc1S(=O)(=O)N(C)C[C@H]1OCc2cn(nn2)CCCC(=O)N([C@H](C)CO)C[C@@H]1C
46) CC(C)=CCCC(C)CN1CCC(n2nccc2NC(=O)c2ccccc2)CC1 (configuration not stated)
47) O=C(CN(Cc1ccccc1F)S(=O)(=O)c1ccc(Cl)cc1)NCCCO
48) COc1ccc(NC(=S)NNC(=O)c2ccco2)c(OC)c1

compound no.	41	42	43	44	45	46	47	48
esBAF inh	3&1	4	-9	.	-2&3&-1	1	-5	.
SIRT5 block	-1&0	.	.	-3	-1&4&-4	2	-4	-2
FN deposition inh	-1&4	.	0	2	-8&2	-12	6	10
LGR2 antag	6	-3	.	-5	3&9	-8	5	-25
CASP6 VEID inh	0&1	.	.	0	0&-2&-2	-1	1	2
S100A4 inh HTS	-5&-2	.	.	0	4&15&4	-48	5	-1
Statin myotox sup	6&0	1	31	.	4&1&-5	10	3	.

12 entries from above in a different format:
The line under a structure holds: esBAF inh	SIRT5 block	FN deposition inh	LGR2 antag	CASP6 VEID inh	S100A4 inh HTS	Statin myotox sup
37: CC(C)c1cn(CC[C@@H]2CC[C@@H](NS(=O)(=O)Cc3ccccc3)[C@@H](CO)O2)nn1
→ 7	-2	9	-6	1	6	0
38: CC(C)(C)c1ccc(C(=O)N2CCC2(C)C(=O)NCc2cccs2)cc1 (configuration not stated)
→ -1	-12	-5	18	2	-3	-12
39: CC(C)c1ccc(NC2CCCN(C(=O)c3ccncc3)C2)cc1 (configuration not stated)
→ -10	-1	-2	4	-3	-4	-11
40: CCc1ccc(NC(=S)N2CCCC2)cc1
→ 49*	-5	5	-2	4	2	-1
41: C[C@@H]1CN([C@H](C)CO)C(=O)CCCn2cc(nn2)CO[C@H]1CN(C)C(=O)Nc1ccc(C(C)(C)C)cc1
→ 3&1	-1&0	-1&4	6	0&1	-5&-2	6&0
42: O=C(CSc1nc2ccccc2n1Cc1ccccc1)N/N=C/c1ccco1
→ 4	.	.	-3	.	.	1
43: COc1ccccc1N1CCN(CCCCOc2ccc(F)cc2)CC1
→ -9	.	0	.	.	.	31
44: O=c1onc(-c2ccc(Cl)cc2)n1Cc1ccc(F)cc1
→ .	-3	2	-5	0	0	.
45: COc1ccccc1S(=O)(=O)N(C)C[C@H]1OCc2cn(nn2)CCCC(=O)N([C@H](C)CO)C[C@@H]1C
→ -2&3&-1	-1&4&-4	-8&2	3&9	0&-2&-2	4&15&4	4&1&-5
46: CC(C)=CCCC(C)CN1CCC(n2nccc2NC(=O)c2ccccc2)CC1 (configuration not stated)
→ 1	2	-12	-8	-1	-48	10
47: O=C(CN(Cc1ccccc1F)S(=O)(=O)c1ccc(Cl)cc1)NCCCO
→ -5	-4	6	5	1	5	3
48: COc1ccc(NC(=S)NNC(=O)c2ccco2)c(OC)c1
→ .	-2	10	-25	2	-1	.

(list continues)
49) Cc1ccc(S(=O)(=O)NCc2ccc3c(c2)OCO3)cc1C
50) C(=N\n1cnnc1)/c1ccccn1
51) O=C(Nc1ccc(C(F)(F)F)cc1)N[C@H]1CC[C@H](CCn2cc(C3(O)CCCC3)nn2)O[C@H]1CO
52) C=CCSCC1Nc2cc(Cl)c(S(N)(=O)=O)cc2S(=O)(=O)N1 (configuration not stated)

compound no.	49	50	51	52
esBAF inh	-8	-4	7	-6
SIRT5 block	-3	.	8	-1
FN deposition inh	-3	0	.	-2
LGR2 antag	-1	.	16	2
CASP6 VEID inh	-1	.	1	7
S100A4 inh HTS	2	.	7	6
Statin myotox sup	4	6	2	5

The list is partial. The share of hits here may be higher or lower than overall.
